Screens from PubChem BioAssay.
PV pol inh – poliovirus RdRp elongation inhibitors, primary screen, biochemical, fluorescence polarization, total intensity. Genome polyprotein (Poliovirus type 1 (strain Mahoney)), P03300. % elongation, % (compound at 16.7 µg/mL). actives 0.66% (n = 150,000). poliovirus polymerase elongation; stronger effect = lower value; in the data active means % elongation below about 90%; further: some results filed as inactive read as strong as hits
Target sequence (P03300 1749-2209 limits assumed): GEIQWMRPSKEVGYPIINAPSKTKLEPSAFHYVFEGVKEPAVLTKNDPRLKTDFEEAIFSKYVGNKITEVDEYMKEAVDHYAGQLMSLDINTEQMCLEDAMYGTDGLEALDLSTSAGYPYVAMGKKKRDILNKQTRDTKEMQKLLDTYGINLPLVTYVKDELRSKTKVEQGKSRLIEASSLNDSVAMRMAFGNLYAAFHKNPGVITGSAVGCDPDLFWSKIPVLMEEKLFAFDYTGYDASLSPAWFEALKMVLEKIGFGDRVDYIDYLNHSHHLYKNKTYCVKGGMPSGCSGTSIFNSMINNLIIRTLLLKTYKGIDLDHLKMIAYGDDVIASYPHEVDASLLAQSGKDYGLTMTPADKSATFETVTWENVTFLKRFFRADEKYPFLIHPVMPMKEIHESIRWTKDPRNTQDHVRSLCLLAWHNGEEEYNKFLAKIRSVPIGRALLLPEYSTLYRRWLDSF
PV pol inh FP z-score – recorded beside PV pol inh, whose call it bears; z-score; measured here: FP z-score; hits read low
Starred values were filed as active, the others as inactive. A portion of the library; count on the stated rates, not on these rows.

Sample of the layout:
Below each SMILES: PV pol inh	PV pol inh FP z-score
- CCc1ccc2[nH]c(=O)c(C(c3nnnn3C3CCCCC3)N3CCCC3)cc2c1 (stereo unspecified)
  101	-0.2
- CC1(C)Cc2ccccc2C(Nc2nc(-c3ccccc3)cs2)=N1
  102	0.1
- CCN(Cc1ccccc1)C(=O)Cn1ncc2c(=O)oc3ccc(C)cc3c21
  110	0.6
- CC(C)c1ccc(N2C(=O)CSCC2(C(=O)NC2CCCCC2)c2ccc(Cl)cc2)cc1 (stereo unspecified)
  103	0.7
- COc1cc2c(cc1OC)C(C)N(C=C(C#N)C#N)CC2 (stereo unspecified)
  102	0.1
- CN(CCc1ccccn1)C(=S)NC(=O)c1ccco1
  105	0.1
- Cc1c(C(=O)OC2CCCCCC2)[nH]c2c1C(=O)CC(c1ccccc1)C2 (stereo unspecified)
  107	0.4

Main list, from the first entry:
Below each SMILES: PV pol inh	PV pol inh FP z-score
- CCc1ccc2[nH]c(=O)c(C(c3nnnn3C3CCCCC3)N3CCCC3)cc2c1 (stereo unspecified)
  101	-0.2
- CC1(C)Cc2ccccc2C(Nc2nc(-c3ccccc3)cs2)=N1
  102	0.1
- CCN(Cc1ccccc1)C(=O)Cn1ncc2c(=O)oc3ccc(C)cc3c21
  110	0.6
- CC(C)c1ccc(N2C(=O)CSCC2(C(=O)NC2CCCCC2)c2ccc(Cl)cc2)cc1 (stereo unspecified)
  103	0.7
- COc1cc2c(cc1OC)C(C)N(C=C(C#N)C#N)CC2 (stereo unspecified)
  102	0.1
- CN(CCc1ccccn1)C(=S)NC(=O)c1ccco1
  105	0.1
- Cc1c(C(=O)OC2CCCCCC2)[nH]c2c1C(=O)CC(c1ccccc1)C2 (stereo unspecified)
  107	0.4
- O=C(Cc1ccccc1)Sc1ccccc1C(=O)O
  105	0.2
- CCOC(=O)c1nn(-c2ccccc2)c(=O)c2c(N)scc12
  99	-0.5
- COc1ccc(NC(=O)c2cccn2-c2nnc(N3CCCCC3)s2)cc1Cl
  106	-0.2
- O=C(C=C1SCCS1)C1CC1c1ccccc1 (stereo unspecified)
  106	0.5
- CC(C)(C)NC(=O)CCN1C(=O)/C(=C\c2ccco2)SC1=S
  102	0
- CN(C)CCNC(=O)C(=O)NCC(c1ccc2c(c1)OCO2)N1CCOCC1 (stereo unspecified)
  105	-0.5
- Cc1cc(Cl)cc(C)c1OCC1COS(=O)O1 (stereo unspecified)
  82*	-7*
- CCN1CCN(c2nc(-c3cccc(Cl)c3)c3c(n2)-c2ccccc2OC3)CC1
  105	0.8
- COc1ccc(CN(Cc2cc3cccc(C)c3n3nnnc23)C(=O)N2CCOCC2)cc1
  101	-0.2
- CCCc1c(C)c2ccc(O)c(CN3CCN(c4ccc(F)cc4)CC3)c2oc1=O
  113	1
- COc1cc(OC)cc(C(=O)Nc2nc(-c3nnn(-c4ccc(F)c(Cl)c4)c3C)ns2)c1
  98	-1.9
- COc1ccccc1NC(=O)CSc1nnc(-c2nonc2NC(C)=O)n1-c1ccccc1
  108	0.3
- Cc1nc(-c2cccc(S(=O)(=O)N3CCC(C(=O)NCc4ccccc4)CC3)c2)no1
  105	-0.2
- CCNC(=S)N1C2CCCC1CC(NC(=O)C1CC1)C2 (stereo unspecified)
  106	1.2
- CCOC(=O)c1ccccc1NC(=O)Cn1ncc2c1-c1cc(C)ccc1OC2
  100	-0.7
- Cc1ccc(CNS(=O)(=O)c2ccc3c(c2)CCN3S(C)(=O)=O)cc1
  113	1.3
- CN1CCN(c2c(N)c(=O)oc3ccccc23)CC1
  100	0.1
- OC(Cn1nnc2ccccc21)c1ccccc1 (stereo unspecified)
  103	0.3
- Cc1cccc(-n2cc(-c3cc4cc(Cl)ccc4oc3=O)[nH]c2=S)c1
  105	0.7
- CCC(Sc1nc2cc(OC)c(OC)cc2c(=O)n1CCc1ccc(Cl)cc1)C(=O)NCCOC (stereo unspecified)
  104	-0.4
- O=C(CCn1c(=O)c2cccn2c2cccnc21)NCc1ccccc1
  100	-0.4
- CC1=NN(c2ccccc2)C(=O)/C1=C\c1c(O)[nH]c(=O)[nH]c1=O
  100	-0.7
- Cn1c(=O)c(=O)n(C)c2ncccc21
  97	-1.8
- CCOc1ccc(NC(=O)NC2CCN(c3ncccn3)CC2)cc1
  100	-0.9
- CN(C)/C=N/c1sc2c(c1C#N)CC(C)(C)NC2(C)C
  101	-0.4
- N#CC1(C#N)C(c2cccnc2)C(C(=O)c2ccccc2)N2c3ccccc3C=CC21 (stereo unspecified)
  44	-5.8
- Cc1ccc(C)n1-c1ccc(C(=O)NCC(=O)O)cc1
  69*	-2.4*
- CC(C)(C)c1ccc(O)c(N)c1
  98	-0.6
- CCN1C(=O)C2Cc3cc(OC)c(OC)cc3CN2C1=S (stereo unspecified)
  100	-0.4
- Cc1ccc(-c2cc(-c3coc4ccc(Cl)cc4c3=O)c3c(n2)-c2ccccc2OC3)cc1
  102	-1
- Cn1cc(-c2cc3n(n2)CCC(=O)N3CCCC(=O)Nc2ccccc2F)c2ccccc21
  110	1
- COc1cc(C2c3c(oc4ccccc4c3=O)C(=O)N2c2nc(C)c(C)s2)ccc1O (stereo unspecified)
  102	-0.3
- CN(C(=O)c1ccccc1C(=O)O)C1CC(C)(C)NC(C)(C)C1
  99	-0.6

Gathered by group: those above with a thiophene ring, fused or not
Below each SMILES: PV pol inh	PV pol inh FP z-score
- CCOC(=O)c1nn(-c2ccccc2)c(=O)c2c(N)scc12
  99	-0.5
- CN(C)/C=N/c1sc2c(c1C#N)CC(C)(C)NC2(C)C
  101	-0.4

Going on with the list:
Below each SMILES: PV pol inh	PV pol inh FP z-score
- CC(C)Cn1c(-c2ccco2)csc1=Nc1cccnc1
  112	1.2
- CCOC(=O)c1cc(CC)sc1NC(=O)CC1Nc2ccccc2NC1=O (stereo unspecified)
  119	1.7
- CCOCCc1nn2c(=O)cc(COC(=O)c3ccc(NC(=O)C4CCCCC4)cc3)nc2s1
  101	-1.3
- COc1cc(C(=O)Nc2ccccc2C(=O)N2CCCCC2)cc(OC)c1OC
  101	-0.4
- CCOC(=O)C1=C(CSc2n[nH]c(COc3ccc(C)cc3)n2)NC(=O)NC1C (stereo unspecified)
  92	-1
- CC(C)CCNC(=O)c1cc(=O)c2ccccc2o1
  104	0.3
- O=c1cc[nH]cc1-c1ccc(Cl)cc1
  102	0.1
- Cn1ccnc1-c1nc2ccccc2n(CC(=O)OCc2ccc(C#N)cc2)c1=O
  99	-0.6
- CN(C)/C=C1\C(=O)N(c2ccc(F)cc2F)C(c2cccnc2)S1(=O)=O (stereo unspecified)
  99	-0.3
- COc1cc(OC)c(NC(=O)Cn2c(=O)oc3cc(S(=O)(=O)N4CCCC4)ccc32)cc1Cl
  105	0.2
- COc1ccc(CCNc2ncnc3c2nnn3C)cc1OC
  113	1.3
- CCOC(=O)C1CCN(C(c2ccc(C)cc2)c2sc3nc(-c4ccco4)nn3c2O)CC1 (stereo unspecified)
  108	0.4
- Cn1c(SCC(=O)NCCN2C(=O)CSC2=S)nnc1C(F)(F)F
  99	-0.9
- Cc1nc(-c2ccc(S(=O)(=O)N3CCN(c4ccccc4F)CC3)cc2)co1
  86	-5.1
- CCOC(=O)c1oc2ccc(Br)cc2c1CSc1nnc2ccccn12
  103	0
- Cc1ccc(-c2nc3sc(CCNC(=O)c4ccc(Br)o4)c(C)n3n2)cc1
  102	-1.2
- S=C(NCCc1ccccc1)NC1CC1
  100	-0.1
- COC(=O)/C=C/S(=O)(=O)c1ccc(NC(C)=O)cc1
  104	0.4
- COc1cccc(CNC(=O)c2ccc3nc(-c4ccccc4)c(-c4ccccc4)nc3c2)c1OC
  108	0.4
- CCN(CC)S(=O)(=O)c1ccc(Cl)c(C(=O)N2CCN(c3ncccn3)CC2)c1
  109	1
- COc1ccc2c(c1)cc1c(=O)n(CC(=O)NCCc3ccccc3)nc(C)n12
  105	-0.5
- O=C(CSc1nc(-c2ccccc2)c(-c2ccccc2)o1)NCCN1C(=O)CSC1=O
  102	-0.3
- COC(=O)c1ccn(-c2nc(-c3ccco3)cc(C(F)(F)F)n2)n1
  101	-0.1
- CN(C)C1=Nc2ccccc2P1(O)=S (stereo unspecified)
  102	0.1
- CCOC(=O)c1cc(OC(=O)c2cc(Cl)ccc2OC)n(-c2ccccc2)n1
  106	0.2
- CCSc1nc2ccccc2n1CC(=O)NCc1ccc(OC)cc1
  104	0.7
- CC(C)(C)c1cc(N)n(-c2ccc(Br)cc2)n1
  101	0
- Cc1cc(Nc2cccc(C(F)(F)F)c2)nc2ccc(NC(=O)Cc3ccc(Cl)cc3)cc12
  108	0.4
- O=C(CSc1nnc(NC(=O)c2ccc(Cl)c(Cl)c2)s1)Nc1ccc(F)c(F)c1F
  105	-0.1
- CSc1nc(COc2ccc(C(C)(C)C)cc2)nc(N)c1C#N
  101	-0.8
- CCOC(=O)c1c[nH]c2c(C)c(Cl)ccc2c1=O
  101	-0.1
- COc1ccc(CNC(=O)c2cc3oc4ccccc4c3n2C)cc1OC
  105	-1.4
- CCOC(=O)C1CCN(CCC(C)(C)c2ccc(C)o2)CC1
  101	0.3
- COc1ccc(CCNc2nc3c(-c4cccc(C(F)(F)F)c4)nnn3c3ccccc23)cc1OC
  108	1.2
- CCOC(=O)N1CCC2(CC1)C(C#N)=C(N)Oc1c2c(C)nn1-c1cccc(Cl)c1
  99	-0.1
- CCc1ccc(-n2c(SCC(=O)NC3CC3)nc3ccccc3c2=O)cc1
  104	0.3
- COC(=O)C1=C(Nc2ccccc2NS(=O)(=O)c2ccc(C(F)(F)F)cc2Cl)CSC1
  101	-0.5
- COc1ccc(-c2nc3ccccc3s2)cc1NC(=O)c1cccc([N+](=O)[O-])c1C
  104	0.1
- N/C(=N\C(=S)Nc1ccccc1)N1CCN(Cc2ccccc2)CC1
  98	-0.8
- CCN(Cc1ccccc1)C(=O)CSc1nc(C)cc2c1C(=O)OC2
  108	0.3
- Cc1nc2ccccc2nc1N1CCC(C)CC1
  101	0.4
- Cc1ccc(-c2cc(C(=O)NCC3CCCO3)[nH]n2)cc1C (stereo unspecified)
  102	0
- CC(=O)Nc1cc2c(cc1C(=O)c1ccccc1)OCCO2
  101	0.1
- Cc1cc(C(=O)NCC2(c3ccccc3)CCOCC2)oc1C
  102	0.5
- O=C(O)CCC1CCCCC1=O (stereo unspecified)
  102	0.2
- CCOC(=O)N1CCN(C(=O)CSc2nnc(Cc3cccn3C)n2-c2ccc(F)cc2)CC1
  102	0.2
- CCc1nn2c(=O)cc(COC(=O)c3ccc(NC(=O)C4CCCCC4)cc3)nc2s1
  109	0.6
- CCOc1ccc(OCC)c(NC(=O)CSc2nc3c(c(=O)n(C)c(=O)n3C)n2C(C)C)c1
  100	-0.6
- Cc1ccc(NCCNc2ccc(C)cc2C)c(C)c1
  103	0.2
- O=C(Nc1ccccc1)C1Cc2ccccc2CN1C(=O)c1ccco1 (stereo unspecified)
  107	0.6
- CC1CC(C)CN(C(=O)c2cc(N(C)S(=O)(=O)c3ccccc3)ccn2)C1 (stereo unspecified)
  99	-0.8
- O=C(NCCS(=O)(=O)N1CCN(c2ccc(F)cc2)CC1)c1cccc(C(F)(F)F)c1
  107	-0.1
- COc1cc(NC(=O)CCS(=O)(=O)c2ccc(Br)cc2)cc(OC)c1
  102	-0.3
- C(=Nn1cncn1)c1ccc(N2CCOCC2)cc1
  100	-0.6
- Cc1ccc(-c2csc(-c3c(N)c(C(=O)c4ccc5c(c4)OCO5)n4ccccc34)n2)cc1C
  106	-0.1
- CNC(=O)O/N=C/c1ccc(F)c(Cl)c1
  102	0.2
- Cc1cccc(-c2nc3nc(C)cc(NC(C)c4ccccc4)n3n2)c1 (stereo unspecified)
  108	0.5
- NS(=O)(=O)c1ccc(NNC(=O)CCc2ccccc2)cc1
  102	0.2
- CCCCCC1=C(O)c2ccccc2C(=O)C1=O
  97	-0.5
- CCOc1ccccc1C(=O)Nc1ccc2nc(N(CC)CC)cc(C)c2c1
  108	0.9

Complete entries, quoted from the list:
CC1CC(C)CN(C(=O)c2cc(N(C)S(=O)(=O)c3ccccc3)ccn2)C1 (stereo unspecified) is listed with PV pol inh: 99; PV pol inh FP z-score: -0.8
C(=Nn1cncn1)c1ccc(N2CCOCC2)cc1 is listed with PV pol inh: 100; PV pol inh FP z-score: -0.6

(listing goes on)
Below each SMILES: PV pol inh	PV pol inh FP z-score
- COC(=O)C1=C(C)NC2=C(C(=O)CC(c3ccco3)C2)C1c1ccccc1Br (stereo unspecified)
  100	-0.1
- Cc1cc(-c2nnco2)c(C)n1-c1ccccc1
  98	-2
- COc1ccc2[nH]c(C)cc(=S)c2c1
  92	-2
- COc1ccc(-n2c(SCC(=O)Nc3nnc(C)s3)nc3c([nH]c4ccccc43)c2=O)cc1
  110	0.7
- CC(C)(C)C(=O)COC(=O)c1ccc2c(c1)OCCO2
  105	0.2
- CCOc1c(Br)cc(C(=O)OCc2nc(N)nc(Nc3ccccc3)n2)cc1OC
  102	-0.1
- COc1cc(NC(=O)CSc2nc3nc(C)c(Cc4ccccc4)c(C)n3n2)cc(OC)c1
  109	0.2
- C=CCn1c(COc2ccccc2)nnc1SCC(=O)N1CCc2ccccc21
  104	0.9
- C=CCSc1ncc(Cl)c(C(=O)Nc2ccc(OC)cc2OC)n1
  100	-0.9
- CCc1ccccc1NC(=O)Nc1cc(C(=O)NCc2ccc(OC)cc2)ccc1N1CCCC1
  108	0.3
- Cc1cccc(OCC(=O)Nc2cccc(C(=O)OCc3cc(=O)n4nc(C(C)C)sc4n3)c2)c1
  107	0.1
- O=C(Nc1ccnn1C1CCCC1)c1ccc(-n2cccn2)cc1
  101	-0.4
